Source: PubChem BioAssay (NCI)
All columns: NCI-60 one-dose screen, growth in % after 48 h at 10 µM unless noted; 100 = growth as untreated, 0 = no growth, -100 = all killed.
SK-MEL-28 = SK-MEL-28 melanoma | actives 4.1% (n = 81,000) | AID 1794761
A549/ATCC = A549/ATCC NSCLC | actives 3.7% (n = 81,000)
UACC-62 = UACC-62 melanoma. actives 5.4% (n = 81,000)
MDA-MB-435 = MDA-MB-435 melanoma. actives 7.8% (n = 82,000). AID 1794794
SK-MEL-2 = SK-MEL-2 melanoma | actives 4.7% (n = 77,000) | AID 1794763
M14 = M14 melanoma; actives 6.2% (n = 80,000)
SK-MEL-5 = SK-MEL-5 melanoma; actives 6.4% (n = 80,000)
UACC-257 = UACC-257 melanoma. actives 4.4% (n = 78,000)
* hit, by the source's call; / = no result given; & = joins results of further samples; [ ] = remark or other dose. How the source made its calls: active means growth percent below 10; inactive means the rest.

SMILES | SK-MEL-28 | A549/ATCC | UACC-62 | MDA-MB-435 | SK-MEL-2 | M14 | SK-MEL-5 | UACC-257
NNc1ccc(S(=O)(=O)O)cc1Cl | 107.3 | 99.0 | 105.2 | / | 124.5 | 102.8 | 99.6 | 108.3
O=C(O)CCCn1c(O)c(/C=C2/C=c3cc4c(cc3=NC2=O)OCO4)sc1=S | 110.6 | 104.0 | 101.7 | 100.6 | 99.1 | 102.6 | 97.5 | 101.6
NCCCNc1nc2ccccc2c2c(=O)c3cc(Cl)ccc3sc12 | -30.0* | -18.4* | -6.2* | -71.1* | 41.0 | -48.2* | 46.9 | 74.9
N#C/C(=C\NCc1ccc(Cl)cc1)S(=O)(=O)c1ccccc1 | 103.8 | 87.2 | 82.8 | 95.3 | 103.0 | 96.9 | 102.5 | 95.5
[2H]C1NC([2H])C(c2ccc(-n3cc4cccc(C(N)=O)c4n3)cc2)C([2H])C1[2H] (stereo not given) | 106.2 | 73.0 | 82.2 | 99.0 | 112.8 | 93.3 | 92.9 | 98.2
Cc1ncc(CO)c(CO)c1OCC(O)CN1CCN(c2ccc(F)cc2)CC1 (stereo not given) | 107.6 | 94.1 | 101.3 | 103.2 | / | 96.1 | 100.4 | /
Nc1nc(N)c2c(n1)NC(c1ccc3c(c1)OCO3)CC(c1ccc([N+](=O)[O-])cc1)=N2 (stereo not given) | 111.5 | 109.7 | 94.5 | 107.1 | 79.8 | 103.2 | 104.8 | 121.4
COc1ccc(C(=O)C[n+]2cccc3cc[nH]c32)cc1OC | 103.5 | 95.9 | 94.8 | 99.0 | 107.0 | 101.2 | 99.3 | 99.0
NS(=O)(=O)c1ccc(N2N=C(c3ccc(Br)cc3)CC2c2cn(-c3ccccc3)nc2-c2ccc(Cl)cc2)cc1 (stereo not given) | 108.4 | 76.8 | 82.5 | 79.6 | / | 83.7 | 99.7 | 96.7
Cc1[nH]n(-c2ccccc2)c(=O)c1C=NC(=S)C(N)=S | 110.2 | 93.6 | 93.0 | 108.7 | 108.6 | 102.9 | 99.3 | 97.7
CCCCCC(C)(CC(=O)O)CC(=O)O | 107.9 | 101.2 | 118.9 | 106.5 | / | 108.7 | 100.6 | 100.7
COc1ccc(-c2cc(-c3cccc(OCC(=O)O)c3)[nH]c(=O)c2C#N)cc1 | 110.1 | 102.4 | 89.1 | 106.3 | 122.4 | 101.6 | 101.7 | 102.8
CCC1CN2C(=N1)c1ccccc1-c1cc(Cl)ccc12 (stereo not given) | 70.7 | -21.7* | 3.4* | 25.4 | -14.9* | 21.7 | -5.1* | -28.8*
CCN(CC)CCN1C(=O)c2c(c3c4ccccc4[nH]c3c3ccc4ccccc4c23)C1=O | 0.3* | -60.9* | 76.8 | -84.8* | 97.7 | -85.0* | -23.0* | 104.6
Cc1ccnc(NC(c2ccccc2)c2ccc3cccnc3c2O)c1 (stereo not given) | 47.0 | 39.0 | 26.3 | 30.5 | 50.4 | 36.8 | 39.4 | 41.7
CCc1ccc(NC(=O)Cn2cc(CN3C(=O)c4ccccc4S3(=O)=O)nn2)cc1 | 102.7 | 99.6 | 88.6 | 106.6 | 94.5 | 101.5 | 97.2 | 98.4
COc1cc2c(c(OC)c1O)C(=O)CO2 | 110.7 | 101.6 | 100.5 | 115.9 | / | 106.6 | 102.9 | 123.0
O=c1[nH][nH]c(=O)[nH]1 | 108.0 | 98.1&105.4 | 108.1&103.4 | 98.9&110.7 | 96.8 | 103.0&100.2 | 116.4&88.6 | 84.7&97.1
COc1ccc(-n2ncc3c2CCc2cc(S(=O)(=O)c4ccccc4)c(=O)n(C)c2-3)cc1 | 112.1 | 99.1 | 93.5 | 99.3 | 109.5 | 103.2 | 96.3 | 118.3
COc1ccc(NC(=O)Nc2ccc(OCc3ccccc3)cc2)cc1 | 91.7 | 91.9 | 85.2 | 95.2 | 106.3 | 95.4 | 92.7 | 105.4

Some of these compounds in order of SMILES length, lowest first.
SMILES | SK-MEL-28 | A549/ATCC | UACC-62 | MDA-MB-435 | SK-MEL-2 | M14 | SK-MEL-5 | UACC-257
O=c1[nH][nH]c(=O)[nH]1 | 108.0 | 98.1&105.4 | 108.1&103.4 | 98.9&110.7 | 96.8 | 103.0&100.2 | 116.4&88.6 | 84.7&97.1
NNc1ccc(S(=O)(=O)O)cc1Cl | 107.3 | 99.0 | 105.2 | / | 124.5 | 102.8 | 99.6 | 108.3
CCCCCC(C)(CC(=O)O)CC(=O)O | 107.9 | 101.2 | 118.9 | 106.5 | / | 108.7 | 100.6 | 100.7
COc1cc2c(c(OC)c1O)C(=O)CO2 | 110.7 | 101.6 | 100.5 | 115.9 | / | 106.6 | 102.9 | 123.0
CCC1CN2C(=N1)c1ccccc1-c1cc(Cl)ccc12 (stereo not given) | 70.7 | -21.7* | 3.4* | 25.4 | -14.9* | 21.7 | -5.1* | -28.8*
COc1ccc(C(=O)C[n+]2cccc3cc[nH]c32)cc1OC | 103.5 | 95.9 | 94.8 | 99.0 | 107.0 | 101.2 | 99.3 | 99.0
Cc1[nH]n(-c2ccccc2)c(=O)c1C=NC(=S)C(N)=S | 110.2 | 93.6 | 93.0 | 108.7 | 108.6 | 102.9 | 99.3 | 97.7
N#C/C(=C\NCc1ccc(Cl)cc1)S(=O)(=O)c1ccccc1 | 103.8 | 87.2 | 82.8 | 95.3 | 103.0 | 96.9 | 102.5 | 95.5
Cc1ncc(CO)c(CO)c1OCC(O)CN1CCN(c2ccc(F)cc2)CC1 (stereo not given) | 107.6 | 94.1 | 101.3 | 103.2 | / | 96.1 | 100.4 | /
CCc1ccc(NC(=O)Cn2cc(CN3C(=O)c4ccccc4S3(=O)=O)nn2)cc1 | 102.7 | 99.6 | 88.6 | 106.6 | 94.5 | 101.5 | 97.2 | 98.4
CCN(CC)CCN1C(=O)c2c(c3c4ccccc4[nH]c3c3ccc4ccccc4c23)C1=O | 0.3* | -60.9* | 76.8 | -84.8* | 97.7 | -85.0* | -23.0* | 104.6
COc1ccc(-n2ncc3c2CCc2cc(S(=O)(=O)c4ccccc4)c(=O)n(C)c2-3)cc1 | 112.1 | 99.1 | 93.5 | 99.3 | 109.5 | 103.2 | 96.3 | 118.3
Nc1nc(N)c2c(n1)NC(c1ccc3c(c1)OCO3)CC(c1ccc([N+](=O)[O-])cc1)=N2 (stereo not given) | 111.5 | 109.7 | 94.5 | 107.1 | 79.8 | 103.2 | 104.8 | 121.4
NS(=O)(=O)c1ccc(N2N=C(c3ccc(Br)cc3)CC2c2cn(-c3ccccc3)nc2-c2ccc(Cl)cc2)cc1 (stereo not given) | 108.4 | 76.8 | 82.5 | 79.6 | / | 83.7 | 99.7 | 96.7

Following part
SMILES | SK-MEL-28 | A549/ATCC | UACC-62 | MDA-MB-435 | SK-MEL-2 | M14 | SK-MEL-5 | UACC-257
Cc1cc(=O)c2cc(C(=O)c3ccccc3)ccc2[nH]1 | 108.0 | 105.0 | 113.8 | 92.3 | 84.8 | 95.5 | 95.7 | 106.2
NC(=O)CSc1oc(-c2ccccc2)nc1S(=O)(=O)c1ccccc1 | 97.6 | 109.7 | 101.3 | 100.5 | 99.3 | 93.7 | 94.1 | 116.7
COc1ccc2c(CC(=O)O)cc(=O)oc2c1 | 111.3[100 µM] | 105.3[100 µM] | 96.1[100 µM] | 99.3[100 µM] | 122.1[100 µM] | 109.8[100 µM] | 103.0[100 µM] | 113.1[100 µM]
COC(=O)C1=C(C(=O)OC)C23C=C(C)C1C2=C(C)C1(CC1)[C@@](C)(O)C3=O (stereo not given in full) | -22.5* | 1.4* | -45.2* | -18.2* | -54.6* | -43.1* | -75.7* | /
CCCCCCCCCCCCC1CCC(=O)O1 (stereo not given) | 96.4 | 87.4 | 98.5 | 98.8 | 102.8 | 91.6 | 99.7 | 106.6
NS(=O)(=O)c1ccc(Nc2nc(N/N=C/c3cn[nH]c3-c3ccccc3)nc(Nc3ccccc3)n2)cc1 | 110.7 | 104.0 | 101.7 | 109.3 | 118.2 | 101.5 | 99.7 | 106.0
CSc1nnc(-c2cnn3c2NC(c2ccccc2)C3)n1-c1ccc(C(F)(F)F)cc1 (stereo not given) | 71.7 | 45.5 | 40.3 | -25.7* | 50.2 | 54.3 | 31.3 | 51.4
CCC1(C)CC(=O)NC1=O (stereo not given) | 115.7&119.2 | 105.9&108.1 | 102.5&107.7 | 103.8 | 108.1&124.7 | 103.6&97.2 | 108.1&104.0 | 108.6&99.4
O=C1c2ccccc2C(=O)N1CCc1ccccn1 | 107.4 | / | 108.1 | 108.3 | / | 100.6 | 104.9 | /
Cc1c(C(=O)Nc2ccccc2)sc(N)c1C#N | 112.9 | 96.4 | 95.8 | 98.0 | 118.7 | 122.8 | 105.1 | 107.9
CCOC(=O)N1c2ccccc2C=CC1C#N (stereo not given) | 113.6 | 99.3 | 119.9 | 99.4 | 99.7 | 101.8 | 102.6 | 87.7
Cc1cc(=O)oc2cc(OS(=O)(=O)N(C)C)ccc12 | 106.3 | 102.0 | 97.6 | 100.4 | 104.0 | 101.4 | 103.9 | 105.7
CCN(CC)CCOc1ccc(/C(=C(/C)c2ccccc2)c2ccc(OC(C)=O)cc2)cc1 | 105.2 | 117.1 | 103.3 | 94.8 | 120.8 | 98.3 | 100.4 | 120.3
COc1cc(-c2c(C#N)c(-c3ccc(C)cc3)nc3c2c(-c2ccccc2)nn3-c2ccccc2)ccc1O | 105.8 | 100.8 | 96.7 | 96.4 | 102.3 | 108.6 | 105.6 | 107.6
CCCCCCc1ccc(O)c(Cl)c1 | 104.0 | 106.4 | 101.3 | 100.3 | 113.1 | 106.8 | 100.1 | 108.7
Cc1nc2c(nnn2-c2ccccc2)c2nc(-c3ccccc3)oc(=O)c12 | 104.1 | 115.7 | 97.2 | 110.7 | 108.2 | 101.7 | 104.2 | 123.1
O=C1CSC(=Nc2ccccc2C(=O)O)N1 | 107.6 | 103.8 | 100.5 | 104.6 | 107.1 | 103.8 | 100.1 | 96.8
CCC(O)c1ccccc1 (stereo not given) | 98.6&75.7 | 99.4&104.2 | 97.7&110.9 | 107.4&89.8 | 104.0 | 100.5 | 95.3&107.2 | 85.4&134.6
CCN(CC)Cn1c2ccccc2c2ccccc21 | 109.5 | 86.8 | 93.6 | 109.7 | 103.4 | 107.9 | 89.1 | 88.4
COc1ccc(CN2CC3CC3(COc3ccc(F)c(C)c3)C2)cc1F (stereo not given) | 103.6 | 106.9 | 93.4 | 99.6 | 112.4 | 102.5 | 99.3 | 106.5
OC[C@H]1O[C@@H](O)[C@H](O)[C@@H](O)[C@@H]1O | 118.8 | 99.4 | 119.0 | 97.5 | / | 109.1 | 104.7 | 100.6
c1ccc2[nH]ccc2c1 | 117.4 | 96.9 | 97.5 | 108.5 | 103.5 | 101.1 | 93.4 | 91.4
COc1ccc(Cc2n[nH]c(=S)n2-c2ccc(Cl)cc2)cc1 | 102.2 | 98.1 | 96.1 | 99.9 | 116.8 | 92.2 | 102.0 | 103.2
CCOC(=O)CC[C@H](NC(=O)c1ccc(N(C)Cc2cnc3nc(N)nc(N)c3n2)c2ccccc12)C(=O)OCC | 47.8 | 9.3* | 18.5 | 37.4 | 51.9 | 23.0 | 23.4 | 25.3
COc1ccc2cc(C#Cc3ccc(-n4c(/C=C/c5cc(C)c(O)c(C)c5)nc5ccccc5c4=O)c(C)c3)ccc2c1 | 115.0 | 87.2 | 92.3 | 107.7 | 103.0 | 104.4 | 96.1 | 90.1
Cn1cccc1-c1cc(-c2ccccc2F)c(C#N)c(=O)[nH]1 | 107.3 | 105.4 | 90.0 | 101.3 | 110.1 | 104.2 | 97.8 | 106.6
OCCNc1nc(Nc2ccc(Cl)cc2)nc(Nc2ccc(C3=NN(c4cc(Cl)cc(Cl)c4)C(c4ccc(Cl)cc4)C3)cc2)n1 (stereo not given) | 99.3 | 86.4 | 89.3 | 96.3 | 104.0 | 113.4 | 94.4 | 92.1
COc1ccc(C2=NN(c3ccc(S(C)(=O)=O)cc3)C(=O)CC2)cc1 | 113.8 | 107.5 | 93.8 | 70.9 | 109.0 | 93.4 | 94.8 | 110.1
COc1ccc(-c2c3c(nc4nc[nH]c(=O)c24)C(C)CCC3)cc1 (stereo not given) | / | / | 95.8 | 102.2 | 95.5 | 103.1 | / | /
O=C1CNC(=S)N1 | 113.1 | 101.8 | 108.9 | 120.4 | 116.2 | 102.7 | 107.9 | 106.1
Brc1cnc(OCc2ccccc2)nc1OCc1ccccc1 | 99.2 | 102.0 | 92.1 | 113.2 | 96.3 | 105.6 | 107.0 | 104.4
CCOC(=O)CCCC(=O)C(CCc1cccc2ccccc12)(C(=O)OCC)C(=O)OCC | 108.7 | 107.7 | 89.4 | 100.3 | 108.4 | 94.8 | 95.4 | 99.5
c1ccc(-c2cc(-c3nnc(SCCN4CCOCC4)n3-c3ccccc3)c3ccccc3n2)cc1 | 106.4 | 99.7 | 88.9 | 104.4 | 106.3 | 102.3 | 96.5 | 110.5
CS(=O)(=O)c1ccc(/C(=N\NC(N)=S)c2ccccc2)cc1 | 114.7 | 102.5 | 97.7 | 101.2 | 106.7 | 103.0 | 97.2 | 99.8
O=C(Oc1cccc(OC(=O)c2ccccc2)c1)c1ccccc1 | 100.3&115.4 | 98.9&57.7 | 100.2&96.1 | 99.8&113.5 | 93.2 | 99.4&115.9 | 94.8&101.4 | 111.3
CNC(=O)c1c(I)c(NC(C)=O)c(I)c(C(=O)O)c1I | 114.3 | 105.1 | 98.5 | 102.9 | / | / | 107.7 | 114.0
COc1ccc(-n2c(-c3csc(NC(C)=O)n3)n[nH]c2=S)c(OC)c1 | 111.3 | 98.6 | 96.6 | / | 94.9 | 100.8 | 99.1 | 102.0
COc1ccc(C2Sc3ccccc3NC3=C2C(=O)c2ccccc23)cc1 (stereo not given) | 107.1 | 106.8 | 105.5 | 96.2 | 100.2 | 91.1 | 85.4 | 98.0
